GC-B act = GC-B (human) receptor activation | HEK293-GC-B cells, CNP EC30, cGMP TR-FRET; 0% at EC30 CNP, 100% saturating CNP | activation, % at 10 µM | 0.11% of 370,000 active | AID 1920062;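 active = activation at 10 µM reaching about 35% in either raw or pattern-adjusted values, limit read from the data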
SMARCA2 act = activators of SMARCA2 function. MG213 cells, MMTV-luciferase reporter, dexamethasone, overnight. activation, % at 9.1 µM. 1% of 370,000 active. AID 652017; in the data active = activation above about 7.8%;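 also: 0% = vehicle wells and 100% = reference activator wells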
ssDAF-12 act = activators of S. stercoralis DAF-12 nuclear receptor. HEK293 ssDAF-12/GRIP1 lit1-tk-luc reporter, luminescence; % of 3 µM dafachronic acid response. activation, % at 6.8 µM. 1% of 370,000 active. AID 652126;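 active = activation above the mean over all tested compounds plus 3 SD, cut at about 0.9% in these data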;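 also: 0% = DMSO-only wells and 100% = 3 µM delta7-dafachronic acid wells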
hcDAF-12 act = activates DAF-12 receptor from parasite H. contortus; AID 652067; 1.4% of 370,000 active; HEK293 hcDAF-12 lit1-tk-luc reporter, luminescence; 0% DMSO, 100% Δ7-dafachronic acid; activation, % at 6.8 µM;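 active = activation above the mean of all tested compounds plus 3 SD, cut at about 5.5% in these data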;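 also: 100% = response to 3 µM Δ7-dafachronic acid high control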
GAA850 FXN act = increases GAA850 frataxin promoter reporter activity; HEK293 lucGAA850 FXN promoter luciferase reporter, 24 h; percent of 10 µM SAHA response; 0.56% of 360,000 active; activation, % at 6 µM;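 active = activation above the average of all compounds screened plus 3 SD, cutoff fixed separately per campaign, cut at about 7.5% in these data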;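 also: 0% = DMSO wells and 100% = 10 µM SAHA wells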
HGIII-sPLA2 inh = Inhibits HGIII-sPLA2 liposome hydrolysis, primary screen | inhibition, % at 12.2 µM | 0.56% of 370,000 active | QFRET BODIPY PC-A2 liposome hydrolysis, fluorescence;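 active = inhibition above mean plus 3 SD of compounds lying within the high and low control bounds, cut at about 19% in these data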;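 also: 0% = median of test compound wells and 100% = no enzyme DMSO wells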
DAX1 inh-1 = inhibitors of DAX1 repression of SF-1 activated StAR promoter; 1.1% of 370,000 active; AID 652010; HEK293T StAR-luciferase reporter, SF-1/DAX-1 repression relief; inhibition, % at 6.8 µM;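 active = inhibition above the mean over all tested compounds plus 3 SD, cut at about 3.6% in these data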;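 also: 0% = DAX-1 cells with DMSO and 100% = cells lacking DAX-1 with DMSO; higher inhibition means more luminescence from relief of DAX-1 repression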
NPR1 activator = GC-A (human) enzyme activation | HEK293 GC-A cells, cGMP TR-FRET, EC30 ANP; 0% at EC30 ANP, 100% saturating ANP | 0.14% of 370,000 active | activation, % at 10 µM; in the data active = activation above about 40%
Target sequence (P16066 whole entry, looked up): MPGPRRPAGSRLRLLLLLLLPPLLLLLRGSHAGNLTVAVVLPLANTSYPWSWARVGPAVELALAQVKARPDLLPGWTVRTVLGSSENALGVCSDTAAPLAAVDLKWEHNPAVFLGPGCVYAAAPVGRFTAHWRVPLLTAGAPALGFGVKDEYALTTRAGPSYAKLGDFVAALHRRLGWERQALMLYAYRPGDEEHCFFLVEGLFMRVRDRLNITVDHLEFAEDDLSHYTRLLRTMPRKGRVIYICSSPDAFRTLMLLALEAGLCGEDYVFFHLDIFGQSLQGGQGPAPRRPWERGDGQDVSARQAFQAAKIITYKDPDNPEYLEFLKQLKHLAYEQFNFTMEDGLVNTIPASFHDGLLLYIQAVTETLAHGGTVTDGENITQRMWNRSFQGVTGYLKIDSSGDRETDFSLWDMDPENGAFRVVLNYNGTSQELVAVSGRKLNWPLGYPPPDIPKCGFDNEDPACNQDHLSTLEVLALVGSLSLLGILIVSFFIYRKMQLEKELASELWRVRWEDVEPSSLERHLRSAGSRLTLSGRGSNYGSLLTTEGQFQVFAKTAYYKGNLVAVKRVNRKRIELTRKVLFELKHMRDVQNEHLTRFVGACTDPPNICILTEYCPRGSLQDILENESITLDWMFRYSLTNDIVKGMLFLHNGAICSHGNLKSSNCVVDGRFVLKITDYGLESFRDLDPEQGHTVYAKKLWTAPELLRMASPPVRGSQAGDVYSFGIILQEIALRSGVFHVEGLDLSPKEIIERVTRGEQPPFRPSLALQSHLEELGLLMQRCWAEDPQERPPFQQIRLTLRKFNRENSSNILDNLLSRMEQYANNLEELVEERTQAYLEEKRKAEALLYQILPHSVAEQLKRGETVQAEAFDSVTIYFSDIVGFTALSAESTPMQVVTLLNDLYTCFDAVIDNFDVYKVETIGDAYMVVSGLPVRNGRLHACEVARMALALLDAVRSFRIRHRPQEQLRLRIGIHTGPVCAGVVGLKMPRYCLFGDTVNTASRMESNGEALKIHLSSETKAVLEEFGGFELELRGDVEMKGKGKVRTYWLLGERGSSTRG
ADAM10 inh = inhibits human ADAM10; inhibition, % at 7 µM; 0.62% of 370,000 active; AID 720582; recombinant ADAM10, EDANS/DABCYL FRET peptide cleavage, 3 h;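 active = inhibition above a per-campaign cutoff equal to the mean of compounds falling between control-based bounds plus 3 SD, cut at about 20% in these data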;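 also: 0% = DMSO wells while the 100% control is not disclosed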
hgDAF-12 ag = activates the H. glycines DAF-12 receptor ligand-binding domain; HEK293 GAL4-hgDAF12 UAS-luciferase reporter, agonist luminescence; normalized to butyrate control; activation, % at 6.8 µM; 1.8% of 370,000 active;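 active = activation above a cutoff set at the mean of all screened compounds plus 3 SD, cut at about 10% in these data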;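 also: 0% = DMSO wells and 100% = sodium butyrate wells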
DAX1 inh-2 = NR0B1 (DAX1) inhibition; P51843; HEK293 Gal4-DAX1 luciferase reporter, luminescence; inhibition, % at 6.75 µM; 0.99% of 340,000 active; AID 504766;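 active = inhibition above the mean over all tested compounds plus 3 SD, cut at about 4.2% in these data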;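 also: 0% = DAX1-transfected cells with DMSO and 100% = empty-vector control cells with DMSO; inhibition shows as a rise in luminescence from relieved DAX1 repression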
Active calls of the source: *; i = inactive; / = no result given.

SMILES	GC-B act	SMARCA2 act	ssDAF-12 act	hcDAF-12 act	GAA850 FXN act	HGIII-sPLA2 inh	DAX1 inh-1	NPR1 activator	ADAM10 inh	hgDAF-12 ag	DAX1 inh-2
CCc1ccc(NC(=O)CSc2nnc(COc3ccc4c(c3)CCCC4)o2)cc1	1	0	-1.6	1.2	0.8	2	0.1	-3	0	-1.5	0.8
COc1cc(/C=C/C(=O)NCC(=O)N2CCC(N(C)CCN3CCOCC3)CC2)ccc1OC(C)C	2	1	-1.6	1.2	2.9	-1	0.0	3	-102	-0.5	-0.7
CC(CNC(=O)c1ccc(Br)o1)NC(=O)c1ccc(Br)o1 (centres undefined)	-7	-4	-1.1	-0.9	-3.5	7	-0.4	-3	-12	-3.4	0.7
CC(C)(C)N1CC(OC(N)=O)C1	2	-3	-1.4	-0.9	1.4	-4	-0.1	3	-1	0.4	2.2
COCC1CCN(C(=O)CCc2nnc(C3(c4ccc(Cl)cc4)CCC3)o2)C1 (centres undefined)	0	6	-0.4	0.7	1.5	5	1.0	-1	5	1.4	1.2
CCCNC(=O)CN(Cc1ccccc1F)S(=O)(=O)c1ccc(C)cc1	4	-2	-0.1	-0.9	2.2	-1	-0.3	1	7	-0.1	1.3
CC(=O)OC[C@@H]1CN(Cc2ccccc2)C[C@H](n2ccc3c(N)ncnc32)O1	2	-4	-1.4	-1.0	-0.1	10	-0.1	1	-4	0.2	/
COc1cc(N=Nc2ccc(C)cc2S(N)(=O)=O)c(C)cc1N	-4	-1	0.5	1.6	4.2	17	0.8	-2	2	2.5	-0.6
Cc1ccc(Oc2nc(C(F)(F)F)nc3ccccc23)cc1	-3	2	-1.4	-2.0	1.7	-3	0.2	-4	6	1.6	0.5
COc1ccc(N2CC(C(=O)N3CCCC(C)C3)CC2=O)cc1 (centres undefined)	3	-1	-0.3	-1.0	-0.7	5	-0.7	4	-2	-1.1	1.5

Reprinted at random: 3 compounds from above
SMILES	GC-B act	SMARCA2 act	ssDAF-12 act	hcDAF-12 act	GAA850 FXN act	HGIII-sPLA2 inh	DAX1 inh-1	NPR1 activator	ADAM10 inh	hgDAF-12 ag	DAX1 inh-2
CC(=O)OC[C@@H]1CN(Cc2ccccc2)C[C@H](n2ccc3c(N)ncnc32)O1	2	-4	-1.4	-1.0	-0.1	10	-0.1	1	-4	0.2	/
CC(CNC(=O)c1ccc(Br)o1)NC(=O)c1ccc(Br)o1 (centres undefined)	-7	-4	-1.1	-0.9	-3.5	7	-0.4	-3	-12	-3.4	0.7
COc1cc(/C=C/C(=O)NCC(=O)N2CCC(N(C)CCN3CCOCC3)CC2)ccc1OC(C)C	2	1	-1.6	1.2	2.9	-1	0.0	3	-102	-0.5	-0.7

The main list resumes, repeating the 2 entries before the break.
SMILES	GC-B act	SMARCA2 act	ssDAF-12 act	hcDAF-12 act	GAA850 FXN act	HGIII-sPLA2 inh	DAX1 inh-1	NPR1 activator	ADAM10 inh	hgDAF-12 ag	DAX1 inh-2
Cc1ccc(Oc2nc(C(F)(F)F)nc3ccccc23)cc1	-3	2	-1.4	-2.0	1.7	-3	0.2	-4	6	1.6	0.5
COc1ccc(N2CC(C(=O)N3CCCC(C)C3)CC2=O)cc1 (centres undefined)	3	-1	-0.3	-1.0	-0.7	5	-0.7	4	-2	-1.1	1.5
CC(=O)N1CCN(C(=S)Nc2cc(S(=O)(=O)N3CCOCC3)ccc2Cl)CC1	1	-3	-1.5	0.5	0.8	-5	-0.4	2	2	-0.9	-1.1
CCn1cc(C(=O)N[C@@H](CCSC)C(=O)NCCO)c(=O)c2cc3c(cc21)OCO3	3	-1	-1.2	-1.4	1.5	4	0.6	1	-51	0.7	-1.1
Cn1c(CC(=O)NC(C)(C)CO)c(Sc2ccccc2)c2ccccc21	-7	1	-0.4	-0.1	-0.5	-5	-0.1	-7	1	-1.3	0.1
CCOc1cc(S(=O)(=O)N2CCCCCC2)ccc1F	2	-2	-0.5	-2.2	0.8	-3	-0.7	2	-4	-2.9	3.5
CC12CCC(=O)N1C(C(=O)NCc1ccc(Cl)cc1Cl)CS2 (centres undefined)	-2	-2	-0.5	-1.9	-0.1	0	1.3	0	4	-1.6	-0.1
O=C(CCn1c(=O)oc2ccccc21)N(Cc1ccccc1)c1ccccn1	0	-2	-0.9	-0.4	-0.4	4	0.0	-3	6	0.6	-0.2
CCOC(=O)c1c(NC(=O)COC(=O)c2nccnc2N)sc(C(=O)N(C)C)c1C	2	-2	-1.3	-1.2	1.1	-4	0.5	3	i	0.7	1.2
Cc1ccccc1Cn1c(Cc2ccccc2)nc2ccccc21	-7	0	-1.1	-0.3	-1.6	1	-0.4	-8	8	0.0	0.2
Cc1ccc2nc(SCC(=O)Nc3ccc(Br)cc3)nc(=O)n2c1	-3	1	-1.1	-1.0	0.8	3	-0.6	4	-4	1.0	0.8
O=C(c1cc2nc(-c3ccccc3)cc(-c3ccccc3)n2n1)N1CCN(C(=O)c2ccco2)CC1	5	0	-1.0	-1.7	-1.7	2	-0.4	7	-26	-1.5	-1.6
CCOC(=O)c1c(NC(=O)C[n+]2ccccc2)sc2c1CCCC2	3	-4	-0.8	-1.0	-0.1	-40	0.9	4	2	2.1	0.5
O=C(NCc1ccccc1)C(CCc1ccccc1)n1c(=O)c(-c2ccccc2)nc2ccccc21 (centres undefined)	0	2	-1.1	-1.5	/	-6	-0.1	-1	-85	0.4	/
Cn1c(SCc2c(F)cccc2Cl)nnc1-c1cnccn1	2	3	-0.2	1.6	5.4	2	2.0	0	8	8.5	2.5
CCOc1cccc(-c2cc(NCCc3ccccn3)n3nccc3n2)c1	-4	3	-1.4	-1.2	1.5	1	-0.8	2	-495	0.1	/
COc1cc2c(cc1OC)C(C)N(C(=O)c1cc3c(=O)oc4ccc(C)cc4c3s1)CC2 (centres undefined)	3	-2	-1.6	-0.2	0.1	7	-0.4	5	-7	2.6	0.9
Cc1ccc(-c2csc(NC(=O)C3=NN(c4ccccc4)C(=O)CC3)n2)cc1	-2	-2	-2.4	-3.8	2.3	-4	-2.1	1	1	-3.6	-1.6
O=C(Cn1cccc1C(=O)c1ccccc1)NCc1ccccn1	-4	1	-1.3	-2.0	1.2	-1	-0.5	-3	7	1.6	-0.8
O=C(CCn1c(=S)oc2ccccc21)Nc1ccc2c(c1)OCCO2	7	-1	-0.8	-2.2	-1.2	-2	-0.5	0	-2	1.1	-0.5
Cc1ccc(CNC(=O)C2CCCN2S(=O)(=O)c2ccc(F)cc2)cc1 (centres undefined)	1	2	-1.1	2.5	4.3	5	-0.3	-3	7	0.7	-1.7
COc1cccc(CNC(=O)CN2C(=O)CC(c3ccccc3)=Nc3ccccc32)c1	-2	-2	-0.9	-0.2	0.5	-6	-1.1	-3	2	1.6	0.3
CC(CSc1nc2ccccc2s1)Cn1c(N2CCCC2)nc2c1c(=O)[nH]c(=O)n2C (centres undefined)	-1	0	-2.0	-1.0	2.2	-3	-0.6	-6	4	-1.3	-2.2
CCCCC(CC)CN1CN(CC(CC)CCCC)CC(C)(N)C1 (centres undefined)	1	1	-1.6	-0.9	2.0	-2	-0.9	-9	-6	1.0	0.1
C[C@@H]1CN([C@@H](C)CO)C(=O)CCCn2cc(nn2)CO[C@H]1CN(C)S(=O)(=O)c1cccc(F)c1	5	-2	-1.3	0.1	0.1	2	1.8	2	-3	-1.7	0.0
CC(C)CN1C(=O)[C@@]2(CC(=O)N(C)C2c2ccccc2)c2cc(-n3cc(-c4ccccc4)nn3)ccc21 (some centres undefined)	12	-5	-1.3	-1.2	/	7	0.3	3	5	3.1	/
Cc1sc2nc(CSCC(=O)N3CC(C)OC(C)C3)[nH]c(=O)c2c1C (centres undefined)	3	-2	-1.0	2.1	-0.5	12	2.6	0	-14	0.2	0.3
CCCc1ccc(C(O)c2ncc(-c3cccc(OC)c3)[nH]2)cc1 (centres undefined)	2	0	-1.1	-0.6	0.6	-9	-0.9	-1	1	0.4	/
O=C(Nc1nc2ccccc2s1)c1ccc(Cl)s1	-6	6	-0.2	8.4*	0.7	-3	4.0*	4	-1	15*	6.5*
COC(=O)c1ccc(CNC(=O)Cn2cnc3c(SC)nc(N)nc32)cc1	2	-3	-0.8	0.5	0.8	0	-1.8	4	-17	-4.0	-1.3
CCOc1cc(/C=N/NC(=O)c2nn(C)cc2Br)ccc1OCc1ccccc1Cl	9	-2	-1.6	-0.9	0.6	10	0.6	3	-4	-0.2	0.6
CN1Cc2c(N3CCOCC3)nc3sc(C(=O)c4ccccc4)c(N)c3c2CC1(C)C	-12	-3	-1.4	1.8	-1.1	-12	-0.6	4	1	0.1	-0.4
COc1ccc(C(=O)NC2CCN(S(=O)(=O)c3ccccc3)CC2)cc1	-5	-3	-1.1	0.0	-0.5	9	-0.8	-1	5	1.7	-0.2
CCOC(=O)c1oc2ccccc2c1NC(=O)c1cccs1	-1	5	-1.3	-2.7	4.0	1	-1.2	1	5	-1.1	-1.0
COc1cc(C(F)(F)F)c(C(=O)N(C)Cc2ccc(Cl)c(Cl)c2)cn1	-3	-5	-1.7	-1.2	0.9	-3	-0.4	-3	4	-1.3	-1.0
CC(=O)N1CCc2cc(S(=O)(=O)Nc3ccccc3N3CCN(C)CC3)ccc21	-5	-1	-1.0	-0.1	-1.7	-1	1.9	1	3	2.1	1.4
O=C(CCn1c(=O)[nH]c2ccsc2c1=O)Nc1ccc(F)c(F)c1	-11	-2	0.7	-1.9	-1.1	-5	-0.3	-3	-1	-1.7	0.9
C=CCc1cccc2cc(C(=O)Nc3ccc(F)cc3)c(=O)oc12	-5	-2	-0.9	-1.1	-0.6	16	-0.1	-1	-4	-0.6	0.6
CCOC(=O)c1c(C)[nH]c(C2=NNC(=NC(C)COC)SC2)c1C (centres undefined)	1	10*	-1.0	4.2	0.9	3	4.4*	-2	-7	13*	3.0
Cc1cc(C(=O)OCC(=O)Nc2ccccc2Cl)c(C)o1	-3	-1	-1.0	-1.4	-0.8	0	1.6	-2	-4	4.0	1.1

The order is random; about 6.6% have a hit in one of these screens.
